Compound activity: PubChem BioAssay, several laboratories
BCLXL inh – inhibitors of human Bcl-xL, primary screen, biochemical, fluorescence polarization, HTS. Bcl-2-like protein 1 (Homo sapiens), Q07817. GST-Bcl-xL / FITC-Bim BH3 peptide fluorescence polarization. inhibition, % at 10.9 µM. hit rate 0.7% among 320,000. AID 2129, 2009;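 active = inhibition above the mean of all tested compounds plus 3 SD, cutoff set per campaign, cut at about 30% in these data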;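 also: 0% = DMSO wells and 100% = unlabeled Bim-BH3 peptide competitor; inhibitors lower millipolarization by displacing the labeled peptide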
Target sequence (Q07817 whole entry, looked up): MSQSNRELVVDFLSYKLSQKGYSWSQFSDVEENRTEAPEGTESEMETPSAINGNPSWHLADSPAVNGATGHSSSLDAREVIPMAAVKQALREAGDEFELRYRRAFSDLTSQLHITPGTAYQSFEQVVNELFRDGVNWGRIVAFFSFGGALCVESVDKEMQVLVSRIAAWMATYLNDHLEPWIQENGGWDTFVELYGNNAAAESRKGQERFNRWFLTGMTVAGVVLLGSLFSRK
MCL1 BIM primary – inhibitors of MCL1 binding to BIM-BH3, primary screen, biochemical, fluorescence polarization | Induced myeloid leukemia cell differentiation protein Mcl-1 (Homo sapiens), Q07820 | GST-MCL1 / FITC-Bim-BH3 fluorescence polarization | inhibition, % at 10.9 µM | hit rate 0.68% among 320,000;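 active = inhibition above the mean inhibition of all tested compounds plus 3 SD, set per campaign, cut at about 40% in these data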;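 also: 0% = DMSO wells and 100% = unlabeled Bim-BH3 peptide control; higher means more loss of mP so more displacement of Bim peptide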
Fam108B inh – mouse Fam108B serine hydrolase inhibitors, primary screen, counter-screen for RBBP9 inhibitor project, biochemical, fluorescence polarization; recombinant Fam108B, FP-Rh probe fluorescence polarization; inhibition, % at 9.51 µM; hit rate 0.33% among 300,000; AID 1947, 2009;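 active = inhibition above the screen mean inhibition plus 3 SD, computed separately per campaign, cut at about 18% in these data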;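 also: inhibitors lower polarization as less probe binds the enzyme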
GLD-1 RNA inh – GLD-1/TGE RNA complex disruptors, primary screen, biochemical, fluorescence polarization; Female germline-specific tumor suppressor gld-1 (Caenorhabditis elegans), Q17339; purified GLD-1 + fluorescein TGE RNA; inhibition, % at 5.96 µM; hit rate 0.44% among 320,000;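 active = percent inhibition above a per-plate cutoff, the plate mean of test compounds plus 3 SD, cut at about 30% in these data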;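 also: 0% = DMSO wells with GLD-1 and probe and 100% = wells lacking GLD-1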
Target sequence (Q17339 whole entry, looked up): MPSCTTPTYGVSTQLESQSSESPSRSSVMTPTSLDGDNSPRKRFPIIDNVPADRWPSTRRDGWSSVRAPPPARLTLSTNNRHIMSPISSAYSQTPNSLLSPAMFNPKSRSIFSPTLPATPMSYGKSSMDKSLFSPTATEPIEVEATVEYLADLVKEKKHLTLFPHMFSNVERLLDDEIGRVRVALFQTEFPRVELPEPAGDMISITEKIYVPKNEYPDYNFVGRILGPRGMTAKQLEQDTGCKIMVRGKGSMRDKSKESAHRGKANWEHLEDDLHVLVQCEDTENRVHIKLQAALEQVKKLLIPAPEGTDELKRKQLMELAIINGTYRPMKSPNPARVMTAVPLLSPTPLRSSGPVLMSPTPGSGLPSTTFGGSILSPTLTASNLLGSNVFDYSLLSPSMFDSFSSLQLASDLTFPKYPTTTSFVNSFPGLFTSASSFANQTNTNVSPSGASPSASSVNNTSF
PME-1 inh – PME-1 inhibitors via competitive probe labeling, primary screen, biochemical, fluorescence polarization, FP-Rh probe, HTS | recombinant PME-1 | hit rate 0.53% among 320,000 | Protein phosphatase methylesterase 1 (Homo sapiens), Q9Y570 | inhibition, % at 5.9 µM | AID 2130, 2009;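 active = inhibition above the campaign mean of all compounds plus 3 SD, cut at about 26% in these data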;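 also: competitive labeling of PME-1 active site by serine hydrolase directed probe; 0% = PME-1 with DMSO and 100% = wells lacking PME-1 enzyme; inhibitors block probe labeling so polarization falls and inhibition rises; many of its hits are not listed in these tables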
Target sequence (Q9Y570 whole entry, looked up): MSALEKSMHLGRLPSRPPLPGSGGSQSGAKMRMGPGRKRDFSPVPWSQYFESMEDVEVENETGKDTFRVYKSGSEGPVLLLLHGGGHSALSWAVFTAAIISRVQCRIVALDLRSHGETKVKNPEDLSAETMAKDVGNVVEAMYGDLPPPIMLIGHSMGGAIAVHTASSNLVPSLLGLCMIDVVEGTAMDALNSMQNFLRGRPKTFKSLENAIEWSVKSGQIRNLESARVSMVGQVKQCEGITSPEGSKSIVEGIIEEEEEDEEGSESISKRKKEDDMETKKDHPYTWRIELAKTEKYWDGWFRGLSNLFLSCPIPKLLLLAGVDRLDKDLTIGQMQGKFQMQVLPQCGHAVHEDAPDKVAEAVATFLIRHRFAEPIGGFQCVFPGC
TPT1 inh – Candida albicans TPT1 enzyme inhibitors, primary screen, biochemical, fluorescence polarization. tRNA 2'-phosphotransferase TPT1 (Candida albicans SC5314). hit rate 0.81% among 300,000. inhibition, % at 5 µM. recombinant caTPT1, FP RNA substrate dephosphorylation. AID 1962, 2009;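 active = inhibition above the mean of all tested compounds plus 3 SD, set per screening campaign, cut at about 24% in these data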;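 also: plate controls were DMSO alone for no effect and ferristatin control at 100 nM for full effect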
GSTO1 counter – inhibitors of recombinant GSTO1, primary screen, counter-screen for RBBP9 inhibitor project, biochemical, fluorescence polarization | Glutathione S-transferase omega-1 (Homo sapiens), P78417 | activity-based probe fluorescence polarization | inhibition, % at 5.96 µM | hit rate 1.1% among 300,000 | AID 1974, 2009;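 active = inhibition above the campaign mean inhibition plus 3 SD, cut at about 35% in these data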;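 also: 0% = GSTO1-1 with DMSO and 100% = wells lacking GSTO1-1 enzyme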
PAD4 inh – human PAD4 inhibitors, primary screen, biochemical, fluorescence polarization, 1536-well format; hit rate 0.41% among 330,000; Protein-arginine deiminase type-4 (Homo sapiens), Q9UM07; recombinant PAD4, RCA probe fluorescence polarization; inhibition, % at 6.36 µM;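 active = percent inhibition above a cutoff equal to the mean of all tested compounds plus 3 SD, cut at about 15% in these data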;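 also: 0% = PAD4 with RCA probe and DMSO and 100% = probe without PAD4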
MEX-5 binding – MEX-5 zinc finger RNA-binding disruptors – biochemical, C. elegans, fluorescence polarization, MLPCN library, primary screen. Zinc finger protein mex-5 (Caenorhabditis elegans), Q9XUB2. hit rate 0.38% among 300,000. activity score (negative = inhibition of binding), % at 10 µM. MEX-5/FITC-TCR2 RNA binding; stronger effect = lower value;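 active = inhibition past about -25% in most replicates, and total fluorescence under double the plate's negative control median, limit read from the data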;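 also: 0% = DMSO and -100% = 5 µM competing unlabeled TCR2 RNA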
Active calls of the source: *; / = not tested or not shown. These rows are one share of the data; count on the stated rates, not on these rows.

SMILES | BCLXL inh | MCL1 BIM primary | Fam108B inh | GLD-1 RNA inh | PME-1 inh | TPT1 inh | GSTO1 counter | PAD4 inh | MEX-5 binding
CC1CCN(CCC(=O)N/N=C/c2ccc([N+](=O)[O-])cc2)CC1 | -6.0 | -9.7 | 2.8 | 1.8 | -0.1 | 4.3 | 6.5 | 3.2 | -0.2
COc1ccc(CSc2nnc(C)s2)cc1F | 1.1 | -1.4 | -2.4 | 0.1 | -1.6 | -2.8 | 3.6 | -0.6 | 1.5
CCC(=O)Nc1cccc(NC(=O)c2ccc(C)cc2Cl)c1 | 3.9 | 0.7 | 1.1 | 9.2 | 1.8 | 2.0 | 5.2 | -2.0 | -0.2
O=C1c2cc(S(=O)(=O)NCCO)ccc2-c2ccc(S(=O)(=O)NCCO)cc21 | -0.6 | -5.7 | 0.7 | 6.5 | -3.9 | 1.8 | -5.5 | 2.5 | 0.2
Cc1ccc(S(=O)(=O)Cn2nnnc2C(C(C)C)N2CCN(Cc3ccco3)CC2)cc1 (configuration not stated) | 7.7 | 5.6 | -1.0 | 3.7 | -2.6 | 3.1 | -0.3 | -3.7 | 1.4
CC(C)Cc1nnc(NC(=O)CCC(=O)N2CCN(c3ccccn3)CC2)s1 | -10.1 | -11.6 | -4.8 | -0.9 | -3.9 | 0.1 | 1.4 | -9.5 | -1.1
COc1ccccc1N1CCN(C(=O)c2ccc(S(=O)(=O)N3CCCCCC3)cc2)CC1 | 7.0 | 1.3 | 0.9 | 0.2 | 6.5 | -4.7 | 4.4 | -5.4 | -2.1
O=C(c1cc(-c2ccncc2)nc2ccc(Br)cc12)N1CCN(c2ccccn2)CC1 | 3.9 | -3.7 | -5.8 | -2.0 | 2.2 | 0.0 | 5.7 | -5.1 | -0.1
Cc1csc(NC(=O)CSc2nnc(-c3ccncc3)n2C)n1 | -2.1 | -0.7 | -0.3 | 3.1 | -4.9 | -1.6 | -1.2 | 2.0 | 0.5
COC(=O)COc1ccc(S(=O)(=O)Nc2ccc(C(N)=O)cc2)cc1 | 2.5 | -0.4 | -4.7 | 2.7 | -3.3 | -1.1 | 0.5 | -0.4 | -0.3
Cc1ccccc1NC(=O)c1cccc(N2C(=O)C3C4CCC(C4)C3C2=O)c1 (configuration not stated) | 4.3 | 8.9 | -0.9 | 3.1 | -0.2 | 1.3 | 0.6 | 11.6 | 0.2
Cc1ccc(OCCNC(=O)C2CCCCC2)cc1 | 1.7 | -5.0 | -3.8 | 2.3 | -4.3 | 2.1 | -1.9 | -1.3 | 1.3
CCOc1ccccc1C1C(C#N)=C(N)Nc2onc(-c3ccccc3)c21 (configuration not stated) | 3.6 | 2.7 | -1.0 | 7.2 | 4.5 | -3.3 | 10.9 | -8.1 | -1.8
COc1ccc(S(=O)(=O)N2CCC(C(=O)NCCC(=O)Nc3cccc(OC)c3)CC2)cc1 | 4.1 | 1.1 | 0.6 | 3.8 | -2.6 | 2.0 | 3.3 | 5.4 | 0.2
O=C(Nc1cccc(-c2ccc3nncn3n2)c1)c1ccco1 | 5.6 | -2.9 | 7.1 | -0.3 | 0.3 | -2.5 | -6.4 | -1.2 | -2.4
CCN(CC)S(=O)(=O)c1ccc(C)c(NC(=O)/C=C/c2cccs2)c1 | 4.6 | 10.5 | -9.7 | -6.7 | -4.1 | -3.1 | -7.9 | -4.2 | 3.0
O=c1[nH]c2cc(Cl)ccc2c(O)c1-c1cccc(Oc2ccccc2)c1 | 3.8 | -2.5 | -2.1 | 5.5 | 2.9 | -0.1 | -7.6 | -0.5 | 1.3
CN(C)C(=O)CSc1nc(-c2ccccc2)c(-c2ccccc2)o1 | -0.4 | -1.7 | 4.7 | 1.1 | -0.9 | -8.1 | -4.7 | -0.1 | 0.4
Cc1ccc(OCC(=O)Nc2nnc(S(=O)(=O)N3CCCCCC3)s2)cc1 | 1.8 | 5.4 | -3.0 | 2.2 | 1.6 | -0.7 | -51.7 | -0.6 | 3.3
O=C(O)CCNC(=O)/C(=C/c1ccco1)NC(=O)c1ccco1 | 20.1 | 22.2 | -4.2 | 15.0 | -3.5 | -14.8 | -2.5 | 1.7 | -3.3
O=S(=O)(c1ccccc1)N(CC1CO1)c1cccc2ccccc12 (configuration not stated) | 0.8 | -2.4 | -1.3 | 2.1 | 0.2 | -1.2 | 75.1* | -3.7 | 1.4
Cc1ccc(C)c(N(CC(=O)NCCc2ccccc2)C(=O)CCC(=O)Nc2ccccn2)c1 | 1.2 | 0.5 | 1.0 | 1.9 | 6.6 | -3.3 | 2.7 | 4.8 | -0.3
O=C(NCCCN1CCc2ccccc2C1)C1CCN(c2nnc(-n3cccc3)s2)CC1 | 2.8 | 0.9 | -1.5 | 2.5 | 3.7 | -1.2 | 1.1 | 0.8 | 3.6
O=C1c2ccccc2S(=O)(=O)N1CC(O)COc1ccc(Cl)cc1 (configuration not stated) | 5.9 | 11.5 | -2.0 | 3.1 | -0.6 | 0.7 | 4.3 | -2.9 | -0.1
COc1ccc(CCNS(=O)(=O)c2ccc(Cl)s2)cc1OC | 4.1 | 0.8 | 1.8 | 7.7 | 0.7 | -2.2 | 1.6 | -2.7 | 1.5
CCc1nn(C(C)C(=O)Nc2cccc(C)c2C)c(=O)c2cc3occc3n12 (configuration not stated) | 3.6 | 0.7 | 0.6 | -6.1 | 0.0 | 0.9 | 5.5 | -8.6 | 3.4
COc1ccc(CCNC(=O)c2nnc(Cc3ccc(Cl)cc3)o2)cc1OC | 5.4 | -1.6 | 3.8 | -4.5 | 3.3 | -1.1 | -0.2 | 1.0 | -2.5
CC(Sc1ccc2c(c1)OCCO2)C(=O)Nc1ncc(Cl)cc1Cl (configuration not stated) | 5.0 | 7.4 | -3.0 | 4.5 | 6.1 | -8.5 | 1.8 | 6.6 | -1.9
CC(C)(C)c1ccc(OCCCC(=O)NC2=NCCS2)cc1 | 2.5 | -2.2 | -1.0 | 8.7 | 3.2 | -4.2 | -1.3 | 1.5 | -1.0
Cc1cc(NC(=O)C(C)SCC(=O)N(C)Cc2ccccc2F)no1 (configuration not stated) | 3.8 | 3.1 | / | 6.1 | -3.3 | / | / | 1.1 | /
c1ccc(C2CC3CC(c4ccccc4)N2O3)cc1 (configuration not stated) | -3.0 | 2.4 | -1.4 | 6.0 | 0.1 | 0.1 | 3.6 | -2.6 | -0.7
O=C(CN1CCN(CCN2C(=O)c3cccc4cccc(c34)C2=O)CC1)c1ccc(F)cc1 | 16.4 | 11.6 | -2.1 | 3.5 | 2.4 | -2.3 | 1.0 | -1.8 | -2.2
COc1cccc(N(CC(=O)Nc2cccc(N(C)S(C)(=O)=O)c2)S(C)(=O)=O)c1 | -3.0 | 5.3 | -7.5 | 5.6 | 1.6 | -5.0 | 7.0 | 2.2 | -1.0
CN(Cc1ccn[nH]1)C(=O)C1CCC(=O)N(Cc2cccc(C(F)(F)F)c2)C1 (configuration not stated) | 3.0 | 0.8 | -1.0 | -3.0 | 5.8 | -0.3 | -0.9 | -1.8 | -1.3
Cc1nn(C(C)C(=O)NCc2ccco2)c(C)c1[N+](=O)[O-] (configuration not stated) | 0.9 | -3.1 | -3.0 | -5.0 | 0.1 | -0.9 | 7.8 | -0.7 | 1.9
COc1ccc(-c2nnc(SCC(=O)c3ccc(O)cc3O)o2)cc1 | -6.5 | -1.8 | -2.8 | 5.4 | -10.2 | 2.3 | 8.2 | 2.0 | -1.9
CO/N=C/c1cccn1-c1nccc(N(C)C)c1C#N | 2.9 | 3.1 | 5.5 | -1.4 | -7.5 | 0.6 | 2.5 | -5.5 | 2.3
COc1ccc(OC)c(NC(=O)CCN2CCCCC2)c1 | 5.7 | 3.1 | -1.6 | -5.8 | 5.5 | -6.2 | 4.0 | 1.3 | -0.4
COc1cccc(NC(=O)COC(=O)c2ccc(S(=O)(=O)NCc3ccco3)cc2)c1 | 3.0 | 1.7 | 2.4 | -2.4 | -2.2 | -2.0 | 7.9 | 1.8 | 0.6
C/C(=N\NC(=O)c1ccn(C)n1)c1ccc(NC(=O)c2cccc(F)c2)cc1 | 0.3 | -3.1 | -3.7 | 2.0 | -1.4 | -5.1 | 8.4 | 3.7 | 0.2
COc1ccc(-n2c(SCC(=O)Nc3cccc(C(=O)O)c3)nnc2-c2ccco2)cc1 | -1.8 | -4.0 | -0.1 | 0.8 | 1.9 | 1.6 | 1.1 | -2.0 | 0.1
CCNC(=O)COc1ncnc2scc(-c3ccc(F)cc3)c12 | 1.3 | 3.9 | 2.0 | 4.8 | 1.4 | -1.2 | 18.7 | 5.2 | 2.3
CCOC(=O)c1cc2sccc2n1Cc1ccc(C#N)cc1 | 1.6 | 1.6 | 0.6 | 8.5 | 2.0 | -0.2 | 5.9 | 6.0 | -0.7
Nc1cc(-c2ccc(Cl)cc2)nn1-c1ccccc1 | -1.9 | 7.0 | 2.1 | 5.1 | -4.2 | 5.0 | 5.7 | -0.7 | -1.0
COc1ccc(CCN2C(=O)NC(NS(=O)(=O)c3ccc(NC(C)=O)cc3)(C(F)(F)F)C2=O)cc1OC (configuration not stated) | 3.6 | -5.0 | 4.7 | 1.2 | -0.1 | -6.3 | 0.7 | -8.6 | 2.3
CC(Oc1cccnc1[N+](=O)[O-])C(=O)Nc1ccc(Cl)cn1 (configuration not stated) | 7.2 | 6.2 | / | 4.7 | -5.1 | / | / | 1.9 | /
CCOc1cc(CNc2ccccc2)cc(Br)c1OCc1ccccc1F | 2.5 | -3.6 | -2.7 | 0.8 | 5.5 | 1.4 | -2.2 | 3.7 | 3.1
Cc1cc(C)n(-c2nc3c(c(=O)[nH]c(=O)n3C)n2C)n1 | -1.8 | -4.9 | 7.3 | -6.3 | -4.7 | -3.7 | 6.2 | -2.0 | -1.0
Cc1cc(C)c(C)c(S(=O)(=O)Nc2ccccc2C(=O)NCCCN2CCOCC2)c1C | 3.3 | -3.2 | -2.4 | 3.9 | -4.9 | 0.0 | -8.8 | -5.4 | -0.7
COc1ccccc1-n1cnnc1SCC(=O)Nc1ncc(Cl)cc1Cl | 0.1 | 0.9 | -0.1 | -5.7 | -2.8 | -0.9 | 4.8 | -2.8 | 2.3

Single records (already shown). Order of screens: BCLXL inh, MCL1 BIM primary, Fam108B inh, GLD-1 RNA inh, PME-1 inh, TPT1 inh, GSTO1 counter, PAD4 inh, MEX-5 binding
Entry for Cc1cc(C)c(C)c(S(=O)(=O)Nc2ccccc2C(=O)NCCCN2CCOCC2)c1C → 3.3, -3.2, -2.4, 3.9, -4.9, 0.0, -8.8, -5.4, -0.7
Entry for CC(Oc1cccnc1[N+](=O)[O-])C(=O)Nc1ccc(Cl)cn1 (configuration not stated) → 7.2, 6.2, /, 4.7, -5.1, /, /, 1.9, /
